CHT PAM: allosterically activates the human high affinity choline transporter. CHT-expressing cells, membrane potential dye, choline EC20; hits give high values; LV-AA mutant CHT in HEK293 cells. hit rate 0.49% among 310,000. Q9GZV3. AID 488977. B-score at 10 µM;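 active = initial fluorescence not abnormally high and integrated response B-score, plate-corrected, over 3 SD above library mean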
Target sequence (Q9GZV3 whole entry, looked up): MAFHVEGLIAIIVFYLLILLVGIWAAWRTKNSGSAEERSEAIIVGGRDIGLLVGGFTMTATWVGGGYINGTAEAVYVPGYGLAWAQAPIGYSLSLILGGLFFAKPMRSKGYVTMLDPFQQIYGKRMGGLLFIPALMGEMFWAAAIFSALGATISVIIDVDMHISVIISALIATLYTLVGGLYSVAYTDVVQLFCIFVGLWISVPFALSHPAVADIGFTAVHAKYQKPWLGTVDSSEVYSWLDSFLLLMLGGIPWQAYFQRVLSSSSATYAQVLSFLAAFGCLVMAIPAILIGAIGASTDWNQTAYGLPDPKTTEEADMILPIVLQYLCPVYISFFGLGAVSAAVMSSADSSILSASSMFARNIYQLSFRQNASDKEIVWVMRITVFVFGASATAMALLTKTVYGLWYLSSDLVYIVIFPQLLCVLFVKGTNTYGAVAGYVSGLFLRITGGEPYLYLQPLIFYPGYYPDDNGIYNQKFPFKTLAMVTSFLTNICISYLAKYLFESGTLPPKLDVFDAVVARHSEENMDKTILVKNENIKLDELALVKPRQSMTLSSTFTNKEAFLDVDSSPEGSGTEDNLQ
OX1R antag-1: blocks the human orexin 1 receptor | O43613 | CHO/OX1R cells, Fluo-8 calcium fluorescence, orexin A | inhibition, % at 5 µM | hit rate 0.43% among 330,000 | AID 434989;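 active = inhibition above its plate's threshold, mean inhibition of all tested compounds on the plate plus 3 SD, cut at about 37% in these data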;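 note: 0% = orexin A challenge wells and 100% = SB-334867-A antagonist wells; not every result past the cut was called active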
Target sequence (O43613 whole entry, looked up): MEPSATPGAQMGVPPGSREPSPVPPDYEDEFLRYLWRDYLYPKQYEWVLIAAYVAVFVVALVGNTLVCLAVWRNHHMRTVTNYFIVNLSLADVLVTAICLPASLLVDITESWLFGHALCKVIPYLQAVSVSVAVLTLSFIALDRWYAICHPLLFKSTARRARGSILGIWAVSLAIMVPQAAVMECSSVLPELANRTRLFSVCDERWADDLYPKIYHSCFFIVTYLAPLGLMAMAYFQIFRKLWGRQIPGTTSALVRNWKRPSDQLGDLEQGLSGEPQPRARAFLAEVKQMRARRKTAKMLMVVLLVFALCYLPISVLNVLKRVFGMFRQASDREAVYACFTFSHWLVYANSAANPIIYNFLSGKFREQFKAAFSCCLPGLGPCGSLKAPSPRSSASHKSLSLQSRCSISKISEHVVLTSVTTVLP
OX1R antag-2: blocks the human orexin 1 receptor; O43613; OX1R-expressing cells, FRET antagonist read-out; inhibition, % at 6.6 µM; hit rate 1.8% among 330,000; AID 485270; in the data active = inhibition mostly above about 38%, no sharp cut-off; inactive = mostly below about 40%;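 note: 0% = agonist challenge alone and 100% = reference antagonist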
* marks the source's active call; other numbers are inactive results; i = inactive; . = no result given. Compounds as they come. About 2.5% of those tested had a hit in this group.

#1 COc1ccc(CCNC(=O)C(=O)NCC2OCCN2S(=O)(=O)c2ccc(OC)c(OC)c2)cc1OC (centres undefined)
#2 Cc1cc(C(=O)CSc2nc3ccccc3o2)c(C)n1C1CC1
#3 Cn1c(=O)c([N+](=O)[O-])c(NC2CCS(=O)(=O)C2)c2ccccc21 (centres undefined)
#4 COc1ccc(OC)c(NC(=O)CSc2nc3n[nH]c(C)c3c(=N)n2-c2cccc(Cl)c2C)c1
#5 COc1ccc(NC(=O)CN(c2ccccc2OC)S(=O)(=O)c2cccs2)cc1Cl
#6 O=C(Nc1cccc(-n2cnnn2)c1)c1ccc(C(F)(F)F)cc1
screen / no. | 1 | 2 | 3 | 4 | 5 | 6
CHT PAM | i | i | i | i | . | .
OX1R antag-1 | -4 | 41* | 7 | -14 | -15 | -1
OX1R antag-2 | -6 | 33 | 15 | 18 | 14 | 8

#7 CC(=O)N1CCC[C@H]1C(=O)O
#8 COc1ccc2nc3cc(Cl)ccc3c(Nc3cc(CN4CCCC4)c(O)c(CN4CCCC4)c3)c2n1
#9 COC(=O)c1ccc(CSc2nnc(-c3c[nH]c4ccccc34)n2-c2ccccc2)cc1
#10 O=C(Nc1ccccc1)C1CCN(S(=O)(=O)c2cccs2)CC1
#11 COc1ccc(NC(=O)CN(c2ccc(OC)c(Cl)c2)S(=O)(=O)c2ccccc2)c(OC)c1
#12 Cc1nnc(N2C(=O)C(O)=C(C(=O)c3ccco3)C2c2ccc(F)cc2)s1 (centres undefined)
screen / no. | 7 | 8 | 9 | 10 | 11 | 12
CHT PAM | i | i | i | . | i | i
OX1R antag-1 | -3 | -15 | 7 | -14 | -22 | -8
OX1R antag-2 | 12 | 30 | 33 | 1 | 16 | 21

#13 CS(=O)(=O)c1ccc(Cl)c(NC(=O)COC(=O)c2ccc(S(=O)(=O)N3CCCC3)cc2)c1
#14 CC1CCCCC12NC(=O)N(CC(=O)N1CCN(C(=O)c3cccs3)CC1)C2=O (centres undefined)
#15 COc1ccc([N+](=O)[O-])cc1N(CC1CO1)S(=O)(=O)c1ccc(C)cc1 (centres undefined)
#16 CN1CCN(c2ccc(CNS(=O)(=O)c3cccc(F)c3)cc2)CC1
#17 CC1(C)CCCN(C(=O)c2ccc3c(c2NCCO)C(=O)c2ccccc2C3=O)C1
#18 COc1cccc(C(=O)NNS(=O)(=O)c2ccc(F)cc2)c1
screen / no. | 13 | 14 | 15 | 16 | 17 | 18
CHT PAM | . | . | i | i | i | i
OX1R antag-1 | -3 | -23 | -18 | -7 | -22 | -14
OX1R antag-2 | 3 | 9 | 7 | 6 | 42 | -15

Looked up by structure from the list above, 5 records:
#17 CC1(C)CCCN(C(=O)c2ccc3c(c2NCCO)C(=O)c2ccccc2C3=O)C1
#18 COc1cccc(C(=O)NNS(=O)(=O)c2ccc(F)cc2)c1
#16 CN1CCN(c2ccc(CNS(=O)(=O)c3cccc(F)c3)cc2)CC1
#15 COc1ccc([N+](=O)[O-])cc1N(CC1CO1)S(=O)(=O)c1ccc(C)cc1 (centres undefined)
#13 CS(=O)(=O)c1ccc(Cl)c(NC(=O)COC(=O)c2ccc(S(=O)(=O)N3CCCC3)cc2)c1
screen / no. | 17 | 18 | 16 | 15 | 13
CHT PAM | i | i | i | i | .
OX1R antag-1 | -22 | -14 | -7 | -18 | -3
OX1R antag-2 | 42 | -15 | 6 | 7 | 3

New compounds follow
#19 CCC1CCCCN1S(=O)(=O)c1c(C)n(C)c(=O)n(C)c1=O (centres undefined)
#20 CCCCC(CC)CO (centres undefined)
#21 CCOc1cc2[nH]c(=S)n(Cc3ccc(C)o3)c(=O)c2cc1OCC
#22 CCn1nnnc1SCC(=O)NCc1ccco1
#23 COc1ccc(OCCCC(=O)OCC(=O)NNC(=O)c2ccc([N+](=O)[O-])cc2)cc1
#24 O=C(C[n+]1ccc(CCSc2ccc(F)cc2)cc1)c1ccccc1
screen / no. | 19 | 20 | 21 | 22 | 23 | 24
CHT PAM | i | . | i | i | i | i
OX1R antag-1 | 0 | -9 | -27 | -13 | -1 | -9
OX1R antag-2 | 8 | 7 | -5 | 5 | 50 | 15

#25 CCN(CC)S(=O)(=O)c1ccc(/C=C/C(=O)OCC(=O)Nc2cccnc2Cl)cc1
#26 Clc1ccc(N=c2ssnc2Cl)nc1
#27 Cc1cccc(Oc2ccccc2NC(=O)CN2C(=O)NC3(CCCC3)C2=O)c1
#28 O=C(c1ccsc1)N1CCCC(Nc2ccc(F)c(F)c2)C1 (centres undefined)
#29 CCOc1ccc(NC(=O)COC(=O)CNC(=O)c2ccc(-c3ccccc3)cc2)cc1
#30 COc1cc(C(=O)Nc2nc(-c3ccc(F)cc3)cs2)ccc1OCC(=O)N1CCOCC1
screen / no. | 25 | 26 | 27 | 28 | 29 | 30
CHT PAM | . | i | i | i | . | i
OX1R antag-1 | 5 | 27 | -27 | -4 | 0 | -14
OX1R antag-2 | 6 | 15 | 16 | 11 | 5 | 12

#31 S=c1[nH]c(-c2ccccc2)cn1/N=C/c1ccc(Br)cc1
#32 COc1ccc2[nH]cc(CCNC(=O)C3CCCNC3=O)c2c1 (centres undefined)
#33 CCn1c(=O)c2cc(S(=O)(=O)NCc3ccccc3)ccc2n(CC)c1=O
#34 O=C(NCc1ccco1)Nc1ccc(OC(F)(F)F)cc1
#35 Cc1ccc2c(c1)sc[n+]2Cc1ccccc1
#36 CCOC(=O)c1cccc(NC(=O)CCNS(=O)(=O)c2ccc3c(c2)CCN3C(=O)CC)c1
screen / no. | 31 | 32 | 33 | 34 | 35 | 36
CHT PAM | i | i | i | i | i | i
OX1R antag-1 | -14 | 3 | -10 | -5 | -2 | -24
OX1R antag-2 | 16 | 8 | 12 | -5 | 5 | 34

#37 CCn1c(SCC(=O)N2CCN(c3ccccc3)CC2)nc2c(c1=O)SC(C)C2 (centres undefined)
#38 O=S(=O)(NCc1ccc(F)cc1)c1ccc2c(c1)OCCO2
#39 O=C(Nc1nc(-c2cccc3ccccc23)cs1)c1cnccn1
#40 C=CCSc1nc2ccccc2c(=O)n1C1CCOC(C)(C)C1 (centres undefined)
#41 CCOC(=O)c1c(-c2ccc(F)cc2)csc1NC(=O)C1CCCO1 (centres undefined)
#42 CC(=O)N1CCN(C(=O)CCN(c2ccccc2)S(=O)(=O)c2ccc(C)cc2)CC1
screen / no. | 37 | 38 | 39 | 40 | 41 | 42
CHT PAM | i | i | i | i | i | i
OX1R antag-1 | -41 | 1 | 5 | -27 | -31 | -17
OX1R antag-2 | 10 | 12 | 22 | 0 | 14 | 17

#43 O=C(CSc1nnc(C2CC2)n1-c1ccccc1)NCc1ccco1
#44 C=CCc1cccc(/C=N/NC(=O)CNc2cccc3ccccc23)c1O
#45 CC(=O)Nc1nc2ccccc2n1Cc1ccccc1Cl
#46 COc1cc2c(cc1OC)C1=C(C#N)CCC(=O)N1CC2
#47 Cc1ccc(-c2nn(-c3ccccc3Cl)cc2C(=O)NCC2CCCO2)cc1 (centres undefined)
#48 Cc1ccc(S(=O)(=O)N2CCN(C(=O)CSc3nc(N)cc(=O)[nH]3)CC2)c(C)c1
screen / no. | 43 | 44 | 45 | 46 | 47 | 48
CHT PAM | i | i | i | i | i | i
OX1R antag-1 | -10 | -17 | -20 | 8 | -19 | -3
OX1R antag-2 | 12 | 4 | 37 | 16 | 12 | 6

#49 CC(C)(C)NC(=O)Cn1c(SCC(=O)NC2CC2)nc2ccccc21
#50 COc1ccc(Nc2nc(C(F)(F)F)nc(C)c2C#N)cc1
#51 CCn1cc(/C=C2\SC(=O)N(CC(=O)Nc3ccc4c(c3)OCO4)C2=O)c2ccccc21
#52 Cc1ccc(S(=O)(=O)N(C)CCCC(=O)Nc2cc(C)ccc2C)cc1
#53 COC(=O)c1cc(NC(=S)NCc2ccc(Cl)cc2)cc(C(=O)OC)c1
#54 O=C(CN(Cc1ccc(F)cc1)C(=O)CNS(=O)(=O)c1ccc(F)cc1)NCc1ccco1
screen / no. | 49 | 50 | 51 | 52 | 53 | 54
CHT PAM | i | i | i | i | i | i
OX1R antag-1 | -28 | -11 | -4 | -28 | 10 | -27
OX1R antag-2 | 19 | 15 | 8 | 19 | 11 | 12

#55 Cc1cccc(C)c1NC(=O)CNC(=O)CCC(=O)N1CCOCC1
#56 COc1ccc(CCNC(=O)c2cc3c(=O)n4ccccc4nc3n(CCN3CCOCC3)c2=N)cc1
#57 COc1ccc(/C=N/n2cncn2)cc1COc1ccc(NC(C)=O)cc1
#58 CCCn1nnnc1SCC(=O)N(C(C)C)C(C)C
#59 CNC(=S)N1CCC(NC(=O)C(Cc2ccc(OC)cc2)NC(C)=O)CC1 (centres undefined)
#60 O=C(O)CCC(=O)NNC(=O)c1cccs1
screen / no. | 55 | 56 | 57 | 58 | 59 | 60
CHT PAM | i | i | i | i | i | i
OX1R antag-1 | -5 | -4 | -9 | -9 | 0 | 5
OX1R antag-2 | 20 | 31 | 10 | 10 | -1 | 4

#61 CCCCNC(=O)CSc1nc2ccc(NC(=O)CSc3nnc(N)s3)cc2s1
#62 CC(=O)NC(Cc1ccc(C(C)C)cc1)C(=O)NC1CCN(c2nc(C)cc(C)n2)CC1 (centres undefined)
#63 NC(=O)NCC(=O)N1CCC(C(O)(c2ccccc2)c2ccccc2)CC1
#64 CN(C)c1ccc(S(=O)(=O)N2CCCCC2)cc1NC(=O)CN1C(=O)NC(C)(c2ccccc2)C1=O (centres undefined)
#65 CSc1ccccc1NC(=O)c1ccc(N2CC3CC(C2)c2cccc(=O)n2C3)c(NC(=O)c2ccncc2)c1 (centres undefined)
#66 CCN(CC)C(=O)c1ccc2c(=O)n(Cc3cccc(Br)c3)c(=S)[nH]c2c1
screen / no. | 61 | 62 | 63 | 64 | 65 | 66
CHT PAM | i | i | i | i | i | i
OX1R antag-1 | -16 | -10 | -3 | -29 | -22 | -4
OX1R antag-2 | 7 | 0 | 13 | 1 | 0 | 6

#67 COc1ccc(O)c(/C=N/NC(=O)CN2CCS(=O)(=O)CC2)c1
#68 CCc1ccc(OCC(=O)O/N=C(\N)c2ccncc2)c(Br)c1
#69 COC(=O)c1c(C)nc(C)c(C(=O)OC)c1-c1ccsc1
#70 O=C(Cn1nnc(-c2ccccc2)n1)N/N=C/c1cc([N+](=O)[O-])c(Cl)cc1Cl
#71 Cc1cccn2cc(-c3cc4ccccc4oc3=O)nc12
#72 CC(CCc1ccccc1)NC(=S)NC1CCCCC1 (centres undefined)
screen / no. | 67 | 68 | 69 | 70 | 71 | 72
CHT PAM | i | i | i | i | i | i
OX1R antag-1 | 11 | -17 | 1 | -4 | 1 | -15
OX1R antag-2 | 19 | 20 | 6 | 16 | 10 | 27

Single records, from the list above. Order of values: CHT PAM, OX1R antag-1, OX1R antag-2
CCc1ccc(OCC(=O)O/N=C(\N)c2ccncc2)c(Br)c1 reads i, -17, 20
Cc1cccn2cc(-c3cc4ccccc4oc3=O)nc12 reads i, 1, 10
CC(CCc1ccccc1)NC(=S)NC1CCCCC1 (centres undefined) reads i, -15, 27
O=C(Cn1nnc(-c2ccccc2)n1)N/N=C/c1cc([N+](=O)[O-])c(Cl)cc1Cl reads i, -4, 16

Continuation:
#73 CCN1CCN(c2ccc(N3CCN(S(=O)(=O)c4cc([N+](=O)[O-])ccc4C)CC3)nn2)CC1
#74 COCCNC(=O)CSc1nc2nn(-c3ccccc3)c(=O)c-2c2n1CCCCC2
#75 Cc1ccc(S(=O)(=O)C2(C(=O)Nc3ccc(F)cc3)CC2)cc1
#76 O=C(c1ccc(-c2ccccc2)cc1)C1CCCN(Cc2ccncc2)C1 (centres undefined)
#77 Cn1cc(C=C2C(=O)CC(C)(C)CC2=O)c2ccccc21
#78 CC(C)(C)c1ccc(C(=O)NCCOc2ccccc2)cc1
screen / no. | 73 | 74 | 75 | 76 | 77 | 78
CHT PAM | i | i | i | i | i | i
OX1R antag-1 | -6 | -36 | -15 | -11 | -1 | -15
OX1R antag-2 | 16 | 90 | 12 | 20 | -4 | 20

#79 COc1ccc(/C=c2/sc3n(c2=O)NC2(c4ccccc4)N(C)C(=O)N(C)C2(c2ccccc2)N=3)cc1 (centres undefined)
#80 Cc1c(C)c2c(C)nn(-c3ccccc3)c2[nH]c1=O
#81 COC(=O)Cc1cc(=O)[nH]c(/N=C(\N)Nc2ccc(C)cc2C)n1
#82 COc1ccccc1OCCNC(=O)CNC(=O)c1ccc2c(c1)OCO2
#83 O=C(CCNC(=O)C1CCN(S(=O)(=O)c2ccc(F)cc2)CC1)Nc1nccs1
#84 O=C1/C(=C/c2ccccc2)SC(=S)N1CC(=O)N1CCCCC1c1cccnc1 (centres undefined)
screen / no. | 79 | 80 | 81 | 82 | 83 | 84
CHT PAM | i | i | i | i | i | i
OX1R antag-1 | -26 | -10 | -27 | -12 | -10 | -2
OX1R antag-2 | 20 | 10 | 11 | 9 | 28 | 19

#85 CC(C)c1onc(C(=O)NCc2ccccc2)c1[N+](=O)[O-]
#86 N#CC1(NC(=O)CSc2nc3ccc([N+](=O)[O-])cc3s2)CCCCC1
#87 CCn1c(C)c(Br)c(=O)c(C(=O)OC)c1-c1ccc(Cl)cc1
#88 Cn1cc(CN2CCC(N3CCNC(=O)CC3)CC2)c(-c2ccccc2F)n1
#89 Cc1ccc2c(c1)N(C(=O)CCC(=O)NCc1cccnc1)CCO2
#90 O=C(NC1C/C(=N/O)c2cc3c(cc21)OCO3)C(F)(F)F (centres undefined)
#91 COc1ccc(CNC(=O)CCC(=O)N2CCN(C(C)=O)CC2)cc1
#92 COc1ccc(OC)c(NC(=O)CCN2CCN(c3ccccc3F)CC2)c1
screen / no. | 85 | 86 | 87 | 88 | 89 | 90 | 91 | 92
CHT PAM | i | i | i | i | i | i | i | i
OX1R antag-1 | -10 | -17 | -16 | -10 | 0 | 2 | 3 | -37
OX1R antag-2 | 20 | 32 | 12 | -11 | 5 | 21 | 5 | 14
